FBW7 activator: activators of human E3 ligase FBW7 | Q969H0 | 650,000 compounds, 0.13% hits | normalized activity (activation), % at 26.1 µM | AID 1259310 | AlphaScreen FBW7–phospho-cyclin E peptide binding, activator screen; in the data active means normalized activity above about 1.9%;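 further: purified mutant Fbw7 with reduced substrate affinity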
GPR151 ag: activates the human receptor GPR151; Q8TDV0; PathHunter beta-arrestin GPR151 cells, luminescence; activation, % at 11.2 µM; 650,000 compounds, 1% hits; in the data active means activation above about 4.9%;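 further: 0% = median of compound wells and 100% = cells with positive control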
Target sequence (Q8TDV0 whole entry, looked up): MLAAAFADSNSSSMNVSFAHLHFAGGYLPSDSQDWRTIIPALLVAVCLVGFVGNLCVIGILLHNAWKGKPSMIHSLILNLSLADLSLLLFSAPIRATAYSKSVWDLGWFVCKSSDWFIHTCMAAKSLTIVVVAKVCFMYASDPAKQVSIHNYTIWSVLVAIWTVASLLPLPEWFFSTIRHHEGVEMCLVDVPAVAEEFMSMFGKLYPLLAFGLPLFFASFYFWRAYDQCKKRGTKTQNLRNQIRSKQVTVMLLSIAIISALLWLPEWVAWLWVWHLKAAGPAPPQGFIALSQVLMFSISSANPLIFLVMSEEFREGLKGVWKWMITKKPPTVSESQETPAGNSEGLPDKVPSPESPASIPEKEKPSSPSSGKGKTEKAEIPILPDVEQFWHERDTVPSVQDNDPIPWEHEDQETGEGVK
TEAD-YAP inh: TEAD-YAP interaction inhibition; HEK-TIYL cells, TEAD-Gal4/YAP UAS-luciferase luminescence; AID 1259422; 640,000 compounds, 1.4% hits; inhibition, % at 9.12 µM; in the data active means inhibition above about 32%;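 further: 0% = median of test compound wells and 100% = reference inhibitor wells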
MITF inh: blocks human microphthalmia-associated transcription factor; AlphaScreen MITF homodimerization, bead proximity signal; 650,000 compounds, 0.91% hits; O75030; inhibition, % at 2.6 µM; in the data active means inhibition above about 50%;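 further: 0% = vehicle wells with protein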
Target sequence (O75030 whole entry, looked up): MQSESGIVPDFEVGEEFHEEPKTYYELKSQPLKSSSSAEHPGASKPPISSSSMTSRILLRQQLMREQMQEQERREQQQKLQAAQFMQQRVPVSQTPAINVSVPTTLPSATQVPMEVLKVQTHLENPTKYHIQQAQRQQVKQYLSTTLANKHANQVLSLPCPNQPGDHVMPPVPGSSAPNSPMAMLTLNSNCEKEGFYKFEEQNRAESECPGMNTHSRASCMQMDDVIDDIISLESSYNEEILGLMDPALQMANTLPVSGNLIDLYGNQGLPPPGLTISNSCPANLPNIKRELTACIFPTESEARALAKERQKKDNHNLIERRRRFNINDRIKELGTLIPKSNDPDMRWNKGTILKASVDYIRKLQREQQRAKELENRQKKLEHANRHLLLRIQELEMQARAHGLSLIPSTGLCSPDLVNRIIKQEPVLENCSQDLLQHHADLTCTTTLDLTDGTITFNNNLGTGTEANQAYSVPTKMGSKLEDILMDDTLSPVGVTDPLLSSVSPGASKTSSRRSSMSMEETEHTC
An asterisk follows results filed as active.

1. O=C(O)c1cccc(CSc2n[nH]c(Cc3ccccc3)n2)c1
2. O=C(O)c1cc(S(=O)(=O)N2CCCCC2)c(Cl)cc1Cl
3. COc1cccc(-c2nnc3sc(CN4CCc5ccccc54)cn23)c1
4. CCOC(=O)c1c(NC(=O)CSc2nnc(CNC(=O)c3ccco3)n2Cc2ccccc2)sc2c1CCCC2
5. COc1cccc(/C=N/NC(=O)C2COc3ccccc3O2)c1 (centres undefined)
Compound	1	2	3	4	5
FBW7 activator	-0.1	0.0	-0.1	-0.1	-0.1
GPR151 ag	-0.4	3.3	0.1	-0.6	0.2
TEAD-YAP inh	-32	7	-6	-9	10
MITF inh	15	-14	0	-10	10

6. Cc1cc(=O)[nH]c(N/N=C/c2c(F)cccc2F)n1
7. COc1ccccc1/C=C1\SC(=N)N(c2ccc(F)cc2)C1=O
8. O=C1NC(c2cc(Br)c(OCc3ccccc3)c(Br)c2)Nc2c1sc(=S)n2-c1ccccc1 (centres undefined)
9. O/N=C/c1ccccc1OCc1ccc(F)cc1
10. COC(=O)c1ccc(C2NC(=O)C(=O)/C2=C(/O)c2ccc(OC)c(OC)c2)cc1 (centres undefined)
Compound	6	7	8	9	10
FBW7 activator	-0.2	0.1	0.2	0.1	-0.2
GPR151 ag	-1.5	0.0	0.1	0.7	2.8
TEAD-YAP inh	-22	-4	-7	-7	-3
MITF inh	-1	3	-5	-4	34

11. C=CCc1ccccc1OCC(O)Cn1nnc2ccccc21 (centres undefined)
12. Cc1c(C(=O)Nc2ccccc2C(F)(F)F)sc2nc(C)n(C)c(=O)c12
13. COc1ccc(N(CC(=O)Nc2ccc(C)cc2C)S(=O)(=O)c2c(C)noc2C)cc1
14. CC(=O)c1cccc(-c2ncc(C)c(NCCCN3CCCC3=O)n2)c1
15. O=C(Cn1c(=O)c2ccccc2n2nncc12)Nc1ccccc1
Compound	11	12	13	14	15
FBW7 activator	-0.1	-0.1	0.0	-0.1	-0.1
GPR151 ag	0.0	-1.1	-0.4	-1.0	1.8
TEAD-YAP inh	-17	-73	11	-1	-3
MITF inh	-3	-2	15	0	-1

16. CCN1C(=O)/C(=C\c2ccc(C#N)cc2)SC1=S
17. CC(=O)Nc1ccc(C(=O)Nc2nncs2)cc1
18. CCN(Cc1ccccc1)S(=O)(=O)c1ccc(F)c(C(=O)Nc2cc(Cl)ccc2Cl)c1
19. COC(=O)COc1ccc(S(=O)(=O)NCCc2ccccc2)cc1C
20. COc1ccc(NC(=O)N2CCC(C(=O)c3ccc(OC)cc3)CC2)cc1
Compound	16	17	18	19	20
FBW7 activator	-0.2	0.3	0.6	0.0	0.0
GPR151 ag	-0.1	0.3	0.7	-0.2	-0.6
TEAD-YAP inh	9	3	5	9	-7
MITF inh	7	-4	0	22	-1

21. COc1cc(-c2cnc3c(Nc4ccc(Cl)cc4)nccn23)cc(OC)c1OC
22. COc1cccc(S(=O)(=O)N2CCC(c3nc(-c4cccs4)no3)CC2)c1
23. CS(=O)(=O)c1ccccc1C(=O)Nc1ccc(O)c(-c2nc3ccccc3s2)c1
24. CCOC(=O)N1CCC(NC(=O)C2=C(C)C(=O)OC23CCCCCC3)CC1
25. O=C(NCC1CCCO1)c1ccc(NC(=O)C2C3C=CC(C3)C2C(=O)O)cc1 (centres undefined)
Compound	21	22	23	24	25
FBW7 activator	-0.5	0.5	-0.1	0.2	0.0
GPR151 ag	0.4	8.3*	-0.2	0.5	1.3
TEAD-YAP inh	4	-5	-8	-3	-4
MITF inh	-9	17	1	0	12

26. COc1ccccc1C(=O)NNC(=O)COc1ccc([N+](=O)[O-])cc1
27. CCOC(=O)C1CCCN(Cc2cccc3ccccc23)C1 (centres undefined)
28. COC(=O)C1=C(C)NC2=C(C(=O)CC(C)(C)C2)C1c1ccc(OCc2ccc(Cl)cc2)c(OC)c1 (centres undefined)
29. Cc1nn(C)c(C)c1CNC(=O)c1ccc(CN2CCC(c3ccccc3)CC2)[nH]c1=O
30. COc1ccc(-c2nc3ccc(C(=O)NCc4ccccc4)cc3nc2-c2ccc(OC)cc2)cc1
Compound	26	27	28	29	30
FBW7 activator	-0.2	-0.2	0.3	0.0	0.0
GPR151 ag	-1.2	1.5	-0.3	0.2	-0.1
TEAD-YAP inh	-3	-3	10	27	-11
MITF inh	-2	39	7	4	0

31. COCCNC(=O)CN(c1cccc(C)c1C)S(C)(=O)=O
32. C=CCNC(=O)CSc1nnc2c3ccccc3n(C)c2n1
33. CNC(=O)c1c(NC(=O)Cc2ccccc2)sc2c1CCC(C)C2 (centres undefined)
34. CCOC(=O)c1sc2ncnc(N(CC)Cc3ccccc3)c2c1C
35. CC(C)c1nnc(NC(=O)Cc2ccccc2)s1
Compound	31	32	33	34	35
FBW7 activator	0.6	0.7	-0.1	0.7	0.0
GPR151 ag	-0.4	-0.9	0.4	-1.2	-1.2
TEAD-YAP inh	13	8	1	-1	-7
MITF inh	12	11	6	7	1

36. COc1cc(NC(=O)c2cccc([N+](=O)[O-])c2)ccc1-c1cc2ccccc2oc1=O
37. O=C(c1c(F)cccc1Cl)N1CCN(c2ccc3nnc(C4CC4)n3n2)CC1
38. CC(C)CC(=O)N1CCC2(CCC(CNC(=O)CCc3c[nH]c4ccccc34)O2)CC1 (centres undefined)
39. c1cncc(-c2nc3c(ccc4ccccc43)[nH]2)c1
40. CSc1ccc(/C=N/OCc2ncc(-c3ccccc3)o2)cc1
Compound	36	37	38	39	40
FBW7 activator	-0.2	-0.1	0.1	0.1	0.1
GPR151 ag	-0.9	2.3	0.7	0.0	0.2
TEAD-YAP inh	5	14	11	-33	3
MITF inh	1	-2	-11	4	-3

41. COc1ccc(NC(=O)CCC2CCCCC2)cc1
42. CN1C(=O)CCC12CCN(Cc1ccc3c(c1)CCO3)CC2
43. COc1ccc(CCNC(=O)C(C)Oc2ccc(Cl)cc2Cl)cc1OC (centres undefined)
44. Cc1ccc(C(=O)N2CCc3nnc(C(NC(=O)c4ccccn4)C(C)C)n3CC2)cc1C (centres undefined)
45. CN(C)CCNC(=O)CCSCc1ccccc1Cl
Compound	41	42	43	44	45
FBW7 activator	0.1	0.0	0.0	0.0	-0.1
GPR151 ag	2.2	-0.4	-0.2	0.8	0.9
TEAD-YAP inh	-48	-6	-12	9	-1
MITF inh	2	-9	-3	5	30

46. CC(=O)c1cccc(NC=C2C(=O)OC(C)(C)OC2=O)c1
47. Cc1cccc(N2N=C(c3ccccc3)CC2=O)c1C
48. O=C(CSc1nc2cc3c(cc2c(=O)n1Cc1ccco1)OCO3)Nc1cc(C(F)(F)F)ccc1Cl
49. c1ccc(Oc2cccc(OCCCCN3CCOCC3)c2)cc1
50. CC1(C)CC(=O)C2=C(C1)Nc1ccccc1N(C(=O)Cc1ccccc1)C2c1ccc(Cl)cc1 (centres undefined)
Compound	46	47	48	49	50
FBW7 activator	0.0	-0.2	-0.3	-0.3	0.1
GPR151 ag	-1.0	8.8*	2.6	-0.9	1.5
TEAD-YAP inh	6	14	-1	-4	8
MITF inh	3	6	-2	29	10

51. CC(C)C(=O)Nc1ccc(NC(=O)c2ccccc2Cl)nc1
52. CN(CCNC(=O)Cn1ncc2c1-c1ccccc1OC2)Cc1ccccc1
53. O=C(Nc1nnc(-c2ccncc2)o1)c1ccccc1Cl
54. CCCN(CCC)C(=O)C1Sc2nnc(C)n2NC1c1ccc(C)cc1 (centres undefined)
55. CCCNc1nc(-c2ccc3[nH]ccc3c2)nc2c1ncn2C(C)C
Compound	51	52	53	54	55
FBW7 activator	0.0	-0.2	0.4	0.0	-0.2
GPR151 ag	6.9*	0.8	-0.3	0.4	-1.5
TEAD-YAP inh	-39	-2	-2	0	-1
MITF inh	2	-5	4	12	6

56. O=C1C2CC=CCC2C(=O)N1CC(=O)N(Cc1ccccc1)C1CCS(=O)(=O)C1 (centres undefined)
57. N#C/C(=N/Nc1cccc([N+](=O)[O-])c1)C(=N)N1CCCCC1
58. O=C1Nc2ccc(Cl)cc2C1=Nc1ccc(C(=O)O)cc1
59. CC1CCN(c2ncnc3c2cnn3-c2ccc(Cl)cc2)CC1
60. Cn1c(N2CCOCC2)nc2c1c(=O)n(Cc1cccc(Br)c1)c(=O)n2C
Compound	56	57	58	59	60
FBW7 activator	0.0	0.1	0.0	0.1	0.1
GPR151 ag	-0.9	-1.0	-0.9	0.8	-1.3
TEAD-YAP inh	6	-56	1	20	6
MITF inh	15	14	12	4	-13

61. CCOC(=O)c1c(NC(=O)CSc2nnc(CNC(=O)COc3ccccc3)n2-c2ccc(F)cc2)sc2c1CCC2
62. O=C1N[C@@H](Cc2c[nH]c3ccccc23)C(=O)N2CCN(C(=O)c3cccc(F)c3F)C[C@H]12
63. CC1=CC(C)(C)N(C(=O)c2ccc(F)cc2)c2ccc(C3(C)c4ccccc4NC(C)(C)C3C)cc21 (centres undefined)
64. CCOC(=O)c1ccccc1NC(=O)c1sc2ncnc(N(CC)CC)c2c1C
65. O=C(CCC1CCCN(c2cnccn2)C1)NCc1ccc(F)c(F)c1 (centres undefined)
Compound	61	62	63	64	65
FBW7 activator	0.0	0.0	-0.1	0.0	0.1
GPR151 ag	-0.3	1.2	-0.4	1.3	0.1
TEAD-YAP inh	-4	-4	1	2	4
MITF inh	5	5	-4	11	7

66. CC/C(=N\Nc1nc2ccccc2[nH]1)c1ccc(F)cc1
67. N#Cc1ccc(NCC2CCCO2)c([N+](=O)[O-])c1 (centres undefined)
68. N#Cc1cc([N+](=O)[O-])ccc1NCc1ccco1
69. NC(=O)C1CCN(C(=S)c2cccs2)CC1
70. CC(C)OCC1CC(CC(=O)Nc2nncs2)C(=O)O1 (centres undefined)
Compound	66	67	68	69	70
FBW7 activator	-0.5	0.0	0.0	-0.2	0.0
GPR151 ag	-0.3	-0.2	-1.8	-0.2	2.5
TEAD-YAP inh	-21	-19	-4	10	0
MITF inh	-7	13	0	-20	-2

71. CCCCNC(=O)CSc1nc2ccccc2c2nc(C)nn12
72. N#CCCn1cc(C=C(C#N)C#N)c(-c2ccc(Br)cc2)n1
73. O=C(Cc1ccc(Cl)cc1)N/N=C/c1cccnc1
74. O=C(NNc1ccccc1)C(O)(Cc1ccccc1)Cc1ccccc1
75. O=C(NC(=S)NNc1ccccc1[N+](=O)[O-])c1ccco1
Compound	71	72	73	74	75
FBW7 activator	-0.1	-0.1	0.5	-0.2	-0.6
GPR151 ag	-0.8	-0.4	-0.7	2.3	-1.1
TEAD-YAP inh	-9	4	6	5	-34
MITF inh	1	-9	12	-10	6

76. CC1CCCC(NC(=O)C2CCN(S(=O)(=O)c3ccc4c(c3)OCC(=O)N4)CC2)C1C (centres undefined)
77. CCOC(=O)c1sc2nc(SCC(=O)NC3CCCCC3)n(Cc3ccccc3)c(=O)c2c1C
78. O=[N+]([O-])c1ccc(Oc2cccc(Br)c2)c2ccncc12
79. COc1cccc(-c2cn[nH]c2C2CCN(C(=O)CCC(=O)c3ccccc3)CC2)c1
80. O=C(Cc1cn(-c2ccc(Nc3ccc(-n4ccnc4)cc3)nn2)c2ccccc12)NC1CCN(Cc2ccccc2)CC1
Compound	76	77	78	79	80
FBW7 activator	0.7	0.0	-0.3	0.7	-0.4
GPR151 ag	0.0	-1.5	3.5	-0.6	-1.6
TEAD-YAP inh	-3	1	-12	7	6
MITF inh	17	-3	6	25	8

Whole records, quoted from the list:
CCOC(=O)c1sc2nc(SCC(=O)NC3CCCCC3)n(Cc3ccccc3)c(=O)c2c1C across the screens: FBW7 activator = 0.0; GPR151 ag = -1.5; TEAD-YAP inh = 1; MITF inh = -3
O=C(Cc1cn(-c2ccc(Nc3ccc(-n4ccnc4)cc3)nn2)c2ccccc12)NC1CCN(Cc2ccccc2)CC1 across the screens: FBW7 activator = -0.4; GPR151 ag = -1.6; TEAD-YAP inh = 6; MITF inh = 8

More results
81. CCC(C)n1c(=N)c(S(=O)(=O)c2ccc(C)cc2)cc2c(=O)n3cc(C)ccc3nc21 (centres undefined)
82. COc1ncccc1C(=O)N1CCC(C2(C)NC(=O)N(Cc3ccsc3)C2=O)CC1 (centres undefined)
83. CC12CC3CC(C)(C1)CC(CN1CCOCC1)(C3)C2
84. CCCCc1ccc(C(=O)Nn2c(-c3ccncc3)nc3ccccc3c2=O)cc1
85. Cc1nc(NC(=O)CSc2nnc3c(C)cc4ccccc4n23)sc1C
Compound	81	82	83	84	85
FBW7 activator	0.0	0.3	0.0	-0.1	0.1
GPR151 ag	0.7	-0.1	0.6	2.1	-1.4
TEAD-YAP inh	-1	3	-4	7	2
MITF inh	0	9	3	-5	4
